Bioassay records from PubChem BioAssay.
NF-kB neuron act – raises NF-kB expression in human neuronal cells | actives 1.6% (n = 190,000) | NF-kB reporter expression; hits give high values | fold change at 12.5 µM; in the data active = fold change above about 3.3
FLuc inh counter – Photinus pyralis luciferase inhibition counter-screen; P08659; ATPLite firefly luciferase biochemical luminescence, 10 min; inhibition, % at 10 µM; actives 1.5% (n = 200,000); AID 1006;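 active = inhibition above about 50% when tested at 10 µM, limit read from the data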
Target sequence (P08659 whole entry, looked up): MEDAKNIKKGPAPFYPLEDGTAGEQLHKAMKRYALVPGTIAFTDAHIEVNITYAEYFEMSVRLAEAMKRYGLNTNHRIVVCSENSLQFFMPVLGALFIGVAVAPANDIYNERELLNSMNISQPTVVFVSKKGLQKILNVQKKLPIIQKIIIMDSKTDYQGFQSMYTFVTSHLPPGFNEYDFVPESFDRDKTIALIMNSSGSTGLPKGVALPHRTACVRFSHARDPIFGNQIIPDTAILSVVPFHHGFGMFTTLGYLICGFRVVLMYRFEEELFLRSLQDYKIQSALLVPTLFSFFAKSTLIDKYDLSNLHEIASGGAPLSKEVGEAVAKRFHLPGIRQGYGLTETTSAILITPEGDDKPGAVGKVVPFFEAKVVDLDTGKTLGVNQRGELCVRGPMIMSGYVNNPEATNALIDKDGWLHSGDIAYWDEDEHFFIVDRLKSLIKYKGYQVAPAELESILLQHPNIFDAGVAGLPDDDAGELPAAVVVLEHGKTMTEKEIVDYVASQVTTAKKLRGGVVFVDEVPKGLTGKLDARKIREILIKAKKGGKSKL
STAT1 activator – increases IFN-gamma driven STAT1 reporter signal; NIH 3T3 STAT1-luciferase reporter, luminescence; 100% = IFN-gamma alone, no compound; activation (% of control), % at 5.5 µM; actives 2.6% (n = 200,000); AID 932;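 active = activation above the screen-wide mean activation plus 3 SD, cut at about 130% in these data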;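 also: raw ratio to IFN-gamma control signal so 100% means no change and 0% no light; values of inactives mirror those of a sister screen read the other way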
Hsp70 activator – switches on Hsp70 transcription | activation, % at 10 µM | actives 0.04% (n = 200,000) | HeLa Hsp70 promoter luciferase reporter, luminescence; scaled: vehicle 0, proteasome-inhibitor control 100%;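 active = activation above the mean across all tested compounds plus 3 SD, cutoff set per campaign, cut at about 5.5% in these data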;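 also: 100% = MG132 at 30 µM as the positive control and 0% = DMSO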
G6PDH counter – counter-screen for G6PDH assay hits: L. mesenteroides G6PDH inhibition | actives 0.12% (n = 200,000) | inhibition, % at 5 µM | Purified L. mesenteroides G6PDH, diaphorase/resazurin coupled fluorescence, 45 min; in the data active = inhibition above about 50%
HMGR II inh – E. faecalis class II HMG-CoA reductase inhibition; actives 0.41% (n = 190,000); inhibition, % at 10 µM; purified E. faecalis HMGR, NADPH absorbance 340 nm kinetic;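 active = inhibition above a set limit, the median over all tested compounds plus 3 SD, cut at about 9.5% in these data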;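 also: enzyme runs in reverse so mevalonate oxidation gives rising NADPH absorbance; 0% = complete reaction with DMSO and 100% = background rate lacking mevalonate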
FLuc act counter – affects firefly luciferase, flagging false hits in luciferase stimulation screens | 200,000 tested, under 10 active | ATPlite luciferase biochemical, luminescence, 10 min; 0 = ATP-free wells, 1 = DMSO control | activation factor at 10 µM | AID 1027 | P08659;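 active = luciferase activation factor, scaled between plate controls, of at least 2 with compound at 10 µM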
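test system = cell-free luciferase reagent | medium = PBS as buffer for the ATP substrate | dosing = test compounds dosed from 2 mM stocks in 100% DMSO | incubation = 10 min at ambient temperature | detection = luminescence measurement of luciferase light output | benchmarks = low control with PBS replacing ATP, high control enzyme plus ATP without compound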
DTT redox prof – compounds producing H2O2 with reducing agent – biochemical, NIH compound library profiling, artefact control for MLSCN library redox annotation, primary screen; activation, % at 10 µM; DTT-dependent redox cycling H2O2, phenol red/HRP absorbance; 100% = 100 µM peroxide control, 0% = buffer; actives 0.03% (n = 200,000);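 active = activation of at least 50% relative to the plate's high and low controls in the primary single-dose screen; inactive = activation below 50%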;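 also: compound incubated with DTT at 0.8 mM final as the reducing agent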
APP 5UTR inh – APP translation inhibition; AID 1285; inhibition, % at 2 µM; actives 0.82% (n = 190,000); SH-SY5Y APP 5'UTR-luciferase reporter, luminescence;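 active = inhibition above a set limit, derived from the sample mean plus 3 SD, cut at about 45% in these data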; also: values of inactives mirror those of a sister screen read the other way
APP 5'UTR act – APP 5'UTR luciferase reporter activation. activation, % at 2 µM. SH-SY5Y APP 5'UTR luciferase reporter, luminescence; zero percent = DMSO vehicle wells. actives 1% (n = 190,000);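 active = activation above a set limit, based on mean plus 3 SD of controls, cut at about 140% in these data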; also: values of inactives mirror those of a sister screen read the other way
Active calls of the source: *; . = no result given.

SMILES | NF-kB neuron act | FLuc inh counter | STAT1 activator | Hsp70 activator | G6PDH counter | HMGR II inh | FLuc act counter | DTT redox prof | APP 5UTR inh | APP 5'UTR act
COc1ccc2oc(C(=O)NN3C(C)CCCC3C)c(C)c2c1 (configuration not stated) | 1.1 | -6 | 105 | 0.1 | 9 | 0 | 1.1 | -1.6 | -46 | 46
O=C(O)c1cccc(NC(=S)N/N=C/c2ccccc2OCc2ccc(Br)cc2)c1 | 1.6 | 4 | 109 | -0.2 | -2 | -6 | 1 | 0.5 | 6 | -6
CC(=O)N/N=C/c1cc(C(C)C)cc(/C=N/NC(C)=O)c1O | 0.99 | 1 | 102 | -0.2 | 4 | -1 | 1 | -0.1 | -8 | 8
Cc1ccc(/C=C/C(=O)O)cc1S(=O)(=O)NCCCC(=O)O | 1.1 | -7 | 100 | 0.0 | 10 | -2 | 1.1 | 0.4 | 0 | 0
CCCCNS(=O)(=O)c1ccc(OC)c2ncccc12 | 1 | -10 | 98 | -0.2 | -5 | 0 | 1.1 | 0.4 | -7 | 7
Cc1ccnc(N2CCN(c3cc(C)c(C#N)c4nc5ccccc5n34)CC2)c1 | . | . | 96 | 0.6 | . | . | . | 0.7 | -8 | 8
O=C(O)CC(=O)Nc1ccccc1 | 1.1 | -8 | 99 | -0.5 | 1 | -1 | 1.1 | 0.1 | 18 | -18
c1ccc(OCc2nn3c(Cn4cnc5ccccc54)nnc3s2)cc1 | 0.73 | -6 | 88 | -0.1 | 2 | -10 | 1.1 | 3.4 | 6 | -6
CCCCn1c(Oc2ccc(C(=O)OC)cc2)nc2c1c(=O)n(C)c(=O)n2C | 1 | -5 | 100 | -0.1 | -2 | -8 | 1.1 | -0.6 | -66 | 106
CNC(=O)[C@@]1(C)C=C[C@@H](Cc2ccccc2)N1C(=O)OC | 1.2 | -3 | 93 | -0.2 | 7 | -4 | 1 | -0.5 | 5 | -5
CC1CC(C)CN(CC(C)(C)NS(=O)(=O)c2ccccc2)C1 (configuration not stated) | 1.4 | -4 | 94 | -0.1 | 5 | -5 | 1 | 0.8 | -3 | 3
CCN(CC)C(=O)C(=O)c1cccn1-c1cccc(-n2cccc2C(=O)C(=O)N(CC)CC)c1C#N | 0.95 | -5 | 95 | -0.2 | -2 | -4 | 1 | 0.8 | 11 | -11

Part of the list above, limited to APP 5'UTR act:
compound	APP 5'UTR act
O=C(O)c1cccc(NC(=S)N/N=C/c2ccccc2OCc2ccc(Br)cc2)c1	-6
CC(=O)N/N=C/c1cc(C(C)C)cc(/C=N/NC(C)=O)c1O	8

(listing goes on)
SMILES | NF-kB neuron act | FLuc inh counter | STAT1 activator | Hsp70 activator | G6PDH counter | HMGR II inh | FLuc act counter | DTT redox prof | APP 5UTR inh | APP 5'UTR act
COc1ccc2c(Cl)c(C(=O)NCCCn3ccnc3)sc2c1 | 1.1 | 4 | 96 | -0.4 | -3 | -3 | 1 | 0.1 | -3 | 3
COc1ccccc1NC(=S)N/N=C1\CC(C)(C)Oc2ccc(O)cc21 | 1.1 | 5 | 103 | -0.1 | 8 | -3 | 1 | -0.9 | 2 | -2
CCOC(=O)c1c(NC(=O)CCC(=O)N2CCOCC2)sc2c1CC(C)(C)OC2 | 0.91 | -8 | 98 | -0.3 | 9 | -7 | 1.1 | 1.1 | -9 | 9
COCCOc1cnn(-c2cc(Oc3ccc(C)cc3)ncn2)c(=O)c1Cl | 1.1 | -2 | 102 | -0.6 | 8 | -7 | 1 | 0.0 | 14 | -15
COC(=O)c1c(N)c2ccccc2[nH]c1=O | 1 | -3 | 92 | -0.3 | 2 | -4 | 1 | -1.0 | -6 | 7
O=S(=O)(c1cc(Cl)ccc1Cl)n1nnc2ccccc21 | 2.2 | -3 | 107 | -0.4 | 2 | 1 | 1 | -0.1 | 1 | -1
COc1ccc(CCNS(=O)(=O)c2ccc3c(c2)OCCO3)cc1OC | 1.1 | -8 | 96 | -0.2 | -8 | -9 | 1.1 | 3.4 | 3 | -3
COc1ccc2nc(SCc3nc(N)nc(Nc4ccccc4)n3)[nH]c2c1 | 0.78 | 20 | 100 | 0.5 | 2 | 3 | 0.8 | 1.6 | -5 | 5
C=CCOC(=O)C1=C[C@H](c2csc3ccccc23)[C@@H](CCCO)[C@H](OCC)O1 | 0.9 | -2 | 84 | -0.2 | 9 | -4 | 1 | 0.3 | -2 | 2
COc1ccc(/C=C/C(=O)O)cc1S(=O)(=O)NC1CCS(=O)(=O)C1 (configuration not stated) | 1 | 0 | 109 | 0.0 | 6 | -4 | 1 | -0.5 | -5 | 5
O=C(NCCCN1CCOCC1)c1cc(-c2ccc(Br)cc2)on1 | 0.55 | 4 | 93 | -0.3 | 2 | -7 | 1 | 0.0 | 16 | -16
COc1ccccc1-c1nnc(SCC(=O)NCc2cccs2)n1N | 1.1 | -6 | 91 | -0.4 | 2 | -1 | 1.1 | -2.1 | 18 | -18
CCCn1c(SC(C(=O)Nc2cccc(OC)c2)c2ccccc2)nc2ccccc2c1=O (configuration not stated) | 1.1 | -5 | 100 | -0.4 | 6 | -3 | 1.1 | 1.2 | -3 | 3
O=C(c1cccs1)N(Cc1ccccn1)Cc1ccco1 | 1.1 | 4 | 108 | -0.2 | 3 | 1 | 1 | 0.1 | 16 | -16
N#Cc1c(N)n(CCNC(=O)c2cccs2)c2nc3ccccc3nc12 | 1.1 | -8 | 97 | -0.2 | 13 | -7 | 1.1 | -1.1 | -7 | 7
Fc1ccc(-n2nnc(-c3ccnc4ccccc34)n2)cc1 | 4.8* | 38 | 171* | -0.1 | 6 | 3 | 0.6 | 1.1 | -142 | 142*
Cc1nc(CNS(=O)(=O)c2cc(C)c(C)cc2C)cs1 | 1.2 | -2 | 95 | -0.2 | 6 | 7 | 1 | -0.1 | -3 | 3
CC(OC(=O)c1c2c(nc3ccccc13)/C(=C\c1ccc3c(c1)OCO3)CCC2)C(=O)Nc1ccc(S(N)(=O)=O)cc1 (configuration not stated) | 0.69 | -6 | 105 | -0.4 | 16 | 0 | 1.1 | 0.1 | 0 | 0
O=c1[nH]cnc2c([N+](=O)[O-])cccc12 | 1.1 | 5 | 101 | 0.2 | 2 | 2 | 1 | -0.1 | -4 | 4
O=C(Cn1cc(C(=O)c2ccco2)c2ccccc21)NC1CCCCC1 | 1.1 | -6 | 90 | -0.3 | -1 | 5 | 1.1 | -0.5 | -3 | 3
O=[N+]([O-])c1ccc(-c2ccc(/C=N/Nc3nc(N4CCCCC4)nc(N4CCCCC4)n3)o2)cc1 | 1.2 | -2 | 104 | -0.3 | 5 | -1 | 1 | -0.1 | 3 | -3
Clc1ccc(/C=N/Nc2nnc(-c3ncc[nH]3)c3ccccc23)cc1 | 0.66 | 75* | 114 | -0.2 | 5 | -4 | 0.3 | -7.6 | -40 | 41
CCCc1nc(SCc2ccccn2)c2c(=O)n(C)c(=O)n(C)c2n1 | 0.71 | -10 | 102 | 0.3 | 6 | -12 | 1.1 | -0.6 | 4 | -4
O=C(NCCc1ccccc1)C1c2ccccc2C(=O)N1C1CC1 (configuration not stated) | 0.91 | -7 | 104 | 0.0 | 8 | 2 | 1.1 | 3.4 | -7 | 7
CCOC(=O)Cc1csc(NC(=S)NC(=O)c2ccccc2)n1 | 0.93 | 34 | 97 | -0.2 | -1 | 0 | 0.7 | -0.1 | -14 | 14
C/C(=N/Oc1nc(C)cc(C)n1)c1ccc(Cl)cc1Cl | 0.93 | 0 | 101 | -0.2 | 2 | -9 | 1 | -7.9 | -11 | 11
COc1ccc(/C=C/C(=O)c2cc3c(cc2N)OCO3)cc1 | 3.8* | 79* | 111 | 0.1 | -2 | -1 | 0.2 | -0.4 | -145 | 145*
CCCCCn1c(=S)[nH]c2cc(C(=O)N3CCCC3)ccc2c1=O | 0.9 | -3 | 95 | -0.3 | -6 | -5 | 1 | 14 | 5 | -5
CCN(CC)C(=O)c1ccc2c(c1)N(Cc1ccccc1)C(=O)CS2=O (configuration not stated) | 0.99 | -6 | 100 | -0.1 | 7 | -1 | 1.1 | -0.7 | 5 | -5
O=C1CSC(c2ccccc2[N+](=O)[O-])N1c1ccccc1 (configuration not stated) | 0.96 | -8 | 98 | -0.2 | 2 | -6 | 1.1 | -0.3 | -12 | 12
Cc1ccc(S(=O)(=O)c2c(C(=O)c3ccccc3)cnc3cc4c(cc23)OCCO4)cc1 | 1.1 | 1 | 106 | -0.2 | 15 | -7 | 1 | 1.1 | 3 | -3
Cc1cccc2nc(-c3ccccc3)nc(N[C@@H](CO)c3ccccc3)c12 | 1.2 | -3 | 93 | -0.1 | 11 | -6 | 1 | 0.2 | -1 | 1
Cn1nc(-c2ccc(Cl)cc2)c2cc(C(=O)N3CCN(c4ccccn4)CC3)sc21 | 0.35 | -2 | 91 | 0.0 | 3 | -4 | 1 | -1.1 | 11 | -11
CCC(CCC(=O)Nc1nncs1)C(=O)O (configuration not stated) | 1.2 | -7 | 101 | -0.4 | 3 | 4 | 1.1 | -0.2 | 7 | -7
CCCC(=O)OCC(=O)NC1CCCc2ccccc21 (configuration not stated) | 1 | -6 | 91 | -0.4 | 2 | 0 | 1.1 | -0.8 | -4 | 4
CS(=O)(=O)N(CC(=O)NCCSCc1c(F)cccc1Cl)c1cccc([N+](=O)[O-])c1 | 0.92 | -9 | 87 | -0.2 | 6 | 5 | 1.1 | -0.8 | 19 | -19

Some of these compounds in order of count of non-hydrogen atoms, rising.
SMILES | NF-kB neuron act | FLuc inh counter | STAT1 activator | Hsp70 activator | G6PDH counter | HMGR II inh | FLuc act counter | DTT redox prof | APP 5UTR inh | APP 5'UTR act
CCC(CCC(=O)Nc1nncs1)C(=O)O (configuration not stated) | 1.2 | -7 | 101 | -0.4 | 3 | 4 | 1.1 | -0.2 | 7 | -7
COc1ccc(/C=C/C(=O)c2cc3c(cc2N)OCO3)cc1 | 3.8* | 79* | 111 | 0.1 | -2 | -1 | 0.2 | -0.4 | -145 | 145*
CS(=O)(=O)N(CC(=O)NCCSCc1c(F)cccc1Cl)c1cccc([N+](=O)[O-])c1 | 0.92 | -9 | 87 | -0.2 | 6 | 5 | 1.1 | -0.8 | 19 | -19

Further results follow:
SMILES | NF-kB neuron act | FLuc inh counter | STAT1 activator | Hsp70 activator | G6PDH counter | HMGR II inh | FLuc act counter | DTT redox prof | APP 5UTR inh | APP 5'UTR act
CS(=O)(=O)N1CCC(Oc2ccccc2C(=O)N2CCN(CC3CC3)CC2)CC1 | 1.1 | -4 | 102 | -0.3 | -4 | -3 | 1 | -0.9 | 3 | -3
Cc1ccc(/C=N/N2C(=O)c3ccccc3NC2c2ccc(C)cc2)cc1 (configuration not stated) | 1.8 | 15 | 128 | 0.0 | -2 | 0 | 0.8 | 0.5 | -42 | 42
COc1cc2c(cc1OC)/C(=C/C#N)NC(C)(C)C2 | 0.75 | -4 | 100 | 0.4 | 3 | -3 | 1 | 1.9 | -17 | 17
Cc1cc2c(cc1C)/C(=C\C(N)=O)NC(C)(C)C2 | 1.1 | -9 | 91 | -0.2 | -4 | 1 | 1.1 | -0.7 | -20 | 20
Cc1cc(Cl)ccc1NC(=S)N1CCN(C(=O)C2CCCO2)CC1 (configuration not stated) | 1.3 | 1 | 91 | -0.3 | 11 | -6 | 1 | 0.5 | 6 | -5
CCOC(=O)N1CCN(C(=O)C2CCCN(S(=O)(=O)c3cc(C)ccc3OC)C2)CC1 (configuration not stated) | 1.3 | 0 | 97 | 0.0 | 10 | -5 | 1 | -2.6 | 8 | -8
Nc1nc(CN2CCN(c3ccccn3)CC2)nc(Nc2ccc(Cl)cc2)n1 | 0.61 | -2 | 102 | 0.0 | 15 | 0 | 1 | 1.9 | -7 | 7

Rows were taken by chance; any-hit rate near 5.3%.
